# High-throughput results (PubChem BioAssay)
# TDP1 cell CPT: qHTS for Inhibitors of human tyrosyl-DNA phosphodiesterase 1 (TDP1): qHTS in cells in presence of CPT; hit rate 12% among 420,000; Potency, µM (titrated, usually from 46.2 µM), inactives show at the top dose activity change, negative = growth inhibition, hits mostly inhibitors; chicken DT40 Tdp1-/-;hTDP1 cells + 20 nM CPT, ATP luminescence, 48 h; AID 686979, 2013; note: nearly all actives have a fitted effect of over 55% in size
#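 Chicken DT40 Tdp1-/- cells stably complemented with human TDP1 were seeded at 400 cells/well in medium containing 20 nM camptothecin, exposed to pin-transferred compounds, and grown at 37 °C for at least 48 hr. Viability was read as ATP luminescence.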
# TDP1 inh: qHTS Assay for Inhibitors of Tyrosyl-DNA Phosphodiesterase (TDP1); recombinant TDP1, AlphaScreen DNA substrate cleavage; Tyrosyl-DNA phosphodiesterase 1 (Homo sapiens), Q9NUW8; hit rate 0.28% among 350,000; Potency, µM (top dose mostly 130 µM), for inactives: at the top dose activity change, negative = inhibition, usual class: inhibitors; note: nearly all actives have a fitted effect of over 40% in size
# Target sequence (Q9NUW8 whole entry, looked up): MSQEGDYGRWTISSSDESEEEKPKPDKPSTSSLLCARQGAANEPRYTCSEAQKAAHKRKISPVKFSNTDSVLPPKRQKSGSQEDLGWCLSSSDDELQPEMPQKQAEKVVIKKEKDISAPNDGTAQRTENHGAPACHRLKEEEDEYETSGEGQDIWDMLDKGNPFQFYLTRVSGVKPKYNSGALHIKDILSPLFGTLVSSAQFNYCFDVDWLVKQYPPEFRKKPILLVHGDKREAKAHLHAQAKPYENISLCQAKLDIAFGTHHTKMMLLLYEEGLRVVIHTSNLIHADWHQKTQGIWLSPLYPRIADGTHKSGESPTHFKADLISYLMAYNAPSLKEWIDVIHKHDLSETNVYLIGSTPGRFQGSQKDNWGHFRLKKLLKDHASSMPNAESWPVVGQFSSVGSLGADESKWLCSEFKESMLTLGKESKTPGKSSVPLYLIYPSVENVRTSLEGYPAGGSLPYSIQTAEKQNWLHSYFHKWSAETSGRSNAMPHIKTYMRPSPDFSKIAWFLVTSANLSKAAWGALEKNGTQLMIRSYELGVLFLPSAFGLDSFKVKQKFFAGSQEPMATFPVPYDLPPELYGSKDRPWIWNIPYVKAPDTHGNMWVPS
#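 AlphaScreen read-out: signal falls as enzyme removes the 3' tyrosine-FITC from a 5'-biotinylated DNA oligo (15 nM, 5 min, RT). Enzyme was E. coli-made recombinant Tdp1 at 1 nM, exposed to compound for 15 min beforehand; beads 10 ug/ml, 10 min.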
# TDP1 cell noCPT: qHTS for Inhibitors of human tyrosyl-DNA phosphodiesterase 1 (TDP1): qHTS in cells in absence of CPT; DT40 Tdp1-/- hTDP1 cells, no CPT, ATP luminescence, 48 h; Potency, µM (doses to about 46.2 µM), inactives show top-dose activity change, negative = growth inhibition, hits mostly inhibitors; hit rate 15% among 420,000; note: nearly all actives have a fitted effect of over 55% in size
#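 Luminescent ATP content (CellTiter-Glo) served as the growth readout. Knockout chicken DT40 cells expressing human TDP1 were exposed to compounds without camptothecin for a minimum 48 hr at 37 °C.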
# Numbers without * were called inactive; ? = inconclusive; nt = no result given; [ ] = remark or other dose. Calls come from the whole dose curve; as a rule, active = well fitted curve in the direction sought with a large enough effect; inconclusive = small, poorly fitted or top-dose-only effect, or another doubt; inactive = no such curve, though single readings can be large; an effect the other way counts as inactive or inconclusive. % is set by controls: 0 for no effect and ±100 for the full control effect; potency is the fitted concentration of half-maximal effect.
SMILES,TDP1 cell CPT,TDP1 inh,TDP1 cell noCPT
CC(C)(C)C(=O)NC(=S)Nc1ccccc1C(N)=O,-2%,-3%,-2%
C/C=C/COC(=O)c1[nH]c2c(c1C)C(=O)CC(c1ccco1)C2 (configuration not stated),0.29µM*,-11%,0.21µM*
O=C(NCc1ccco1)C1CCCN(S(=O)(=O)c2ccc(Cl)cc2)C1 (configuration not stated),?,8%,?
CCN(C(=O)CCCC(=O)N(CC)c1ccccc1)c1ccccc1,-12%,-5%,-25%
Cc1cccc(OCC(=O)NCc2ccc(F)cc2)c1,-9%,nt,16%
OC(c1ccccc1)(c1nc(-c2ccc3c(c2)OCO3)cs1)C(F)(F)F (configuration not stated),?,nt,?
O=C(C(=O)N1CCCc2ccccc21)c1c[nH]c2ccccc12,-27%,8%,-11%
Cc1ccc(OCCCN2CCOCC2)c([N+](=O)[O-])c1,-17%,-3%,-13%
Cc1cccc(Nc2nc(NCCCN3CCOCC3)nc(N)c2[N+](=O)[O-])c1,16µM*,3%,15µM*
COc1cccc(OC)c1C(=O)Nn1c(-c2cccc(C)c2)nc2ccccc2c1=O,?,-1%,?
Cc1ccc(C2OC34CCCCCC3C(C#N)(C(=N)O4)C2(C#N)C#N)cc1 (configuration not stated),-26%,6%,?
CCOc1ccc(NC(=O)C2CC(=O)NC(=Nc3ccc(Cl)c(Cl)c3)S2)cc1 (configuration not stated),-16%,nt,-1%
O=C(c1cccc(S(=O)(=O)N2CCc3ccccc32)c1)N1CCN(c2ccccc2)CC1,?,5%,29µM*
Cc1cccc(OCCCSc2nc3ccccc3[nH]2)c1,?,-1%,-13%
O=C(Nc1nc(-c2ccccc2)cs1)c1ccc(N2CCOCC2)c([N+](=O)[O-])c1,15µM*,5%,8.2µM*
Cc1cc(Cl)nc(-c2ccccc2O)n1,-4%,3%,13%
O=C(NCCCN1CCOCC1)c1ccc2c(c1)N(Cc1cccc(Cl)c1)C(=O)c1ccccc1S2=O (configuration not stated),?,2%,3%
COc1ccc2[nH]c(=O)c(-c3noc(-c4ccc(F)cc4)n3)cc2c1,-1%,-2%,6%
CCOc1ccc(-c2nc(SCC(=O)Nc3ccc4c(c3)OCO4)c(-c3ccc(F)cc3)[nH]2)cc1,-19%,2%,?
CCOC(=O)C(NC(C)=O)C(=O)Nc1c(C)cccc1C (configuration not stated),0%,-8%,6%
CCOC(=O)c1c(NC(=O)CSc2nc3ccc(C)cc3[nH]2)sc2c1CC(C)(C)NC2(C)C,?,7%,?
CCOC(=O)c1c(C)oc2nc(C)nc(N3CCN(c4ccc(OC)cc4)CC3)c12,7.3µM*,10%,8.2µM*
CC(=O)c1ccc(OCC(=O)NCCC2=CCCCC2)cc1,?,nt,?
COc1ccc(C(=O)CSc2nnc(CNC(=O)c3ccccc3F)n2C)cc1OC,3%,9%,-5%
CC(=O)c1ccc(OCC(O)CN2CCCC(C)C2)cc1 (configuration not stated),-1%,2%,-2%

# 5 entries drawn at random from the list so far:
SMILES,TDP1 cell CPT,TDP1 inh,TDP1 cell noCPT
Cc1ccc(C2OC34CCCCCC3C(C#N)(C(=N)O4)C2(C#N)C#N)cc1 (configuration not stated),-26%,6%,?
CCN(C(=O)CCCC(=O)N(CC)c1ccccc1)c1ccccc1,-12%,-5%,-25%
COc1ccc(C(=O)CSc2nnc(CNC(=O)c3ccccc3F)n2C)cc1OC,3%,9%,-5%
O=C(C(=O)N1CCCc2ccccc21)c1c[nH]c2ccccc12,-27%,8%,-11%
CC(C)(C)C(=O)NC(=S)Nc1ccccc1C(N)=O,-2%,-3%,-2%

# (more compounds)
SMILES,TDP1 cell CPT,TDP1 inh,TDP1 cell noCPT
CCOc1ccc(CCNC(=O)c2c(C)nn(-c3ccccc3)c2Cl)cc1OCC,16µM*,3%,?
CCC(=O)N1CCCC1(C)C(=O)NCc1ccc(SC)cc1 (configuration not stated),-10%,nt,-8%
CCOC(=O)C1CCCN(C(=O)CC(C)c2ccccc2)C1 (configuration not stated),-13%,-11%,-1%
COc1cccc(-n2c(=O)c3ccccc3n(CC(=O)NCC3CCCO3)c2=O)c1 (configuration not stated),3%,5%,4%
CCCc1c(-c2cccc(F)c2)ncn1CCc1ccccc1OC,?,nt,15µM*
O=C(O)c1cc(-c2ccc(C(F)(F)F)cc2)nc2n[nH]c(-c3ccccc3)c12,7%,-1%,26%
CCOC(=O)C1=C(O)c2ccccc2C(=O)/C1=C\c1ccc(CC)cc1,21µM*,5%,21µM*
O=C(NNC(=S)NC1CCCCC1)c1ccccc1O,6%,7%,?
C/C(=N/NC(=O)CC1N=C(Cc2ccccc2)NNC1=O)c1cccnc1 (configuration not stated),-3%,2%,10%
O=C(Oc1ccccc1)c1cccnc1Oc1ccccc1,14%,9%,1%
O=C(c1c(F)cccc1F)N1CCN(c2cccc(C(F)(F)F)c2)CC1,?,-6%,?
CCCc1c(C)nc(N2CCN(c3ccccc3F)CC2)[nH]c1=O,-22%,nt,-26%
O=C(c1ccccc1)N1CCN(C(=O)c2nn3c(C(F)(F)F)cc(-c4ccco4)nc3c2Cl)CC1,-25%,nt,?
NS(=O)(=O)c1ccc(CCNC(=O)C2CCCN2C(=O)OCc2ccccc2)cc1 (configuration not stated),-1%,2%,-17%
O=C(CN1CCN(Cc2ccccc2F)CC1)Nc1ccccc1Cl,6%,nt,-13%
CC(C)OCCCNC(=O)Cn1ccc2cc(S(=O)(=O)N3CCCCC3)ccc21,?,5%,?
CC1CCCC(NC(=O)CN(C)CC(=O)Nc2cccc(F)c2)C1C (configuration not stated),-19%,1%,-32%
CCc1ccccc1NC(=O)CN1C(=O)COc2ccc(S(=O)(=O)Nc3ccccc3)cc21,18µM*,0%,26µM*
Cc1nn(-c2ccccc2)c(-c2ccccc2)c1C(=O)O,-8%,4%,-15%
Nc1nc(-c2ccc(Cl)cc2Cl)cn1N,-6%,8%,8%
O=C(C1CCN(S(=O)(=O)c2cccc3nsnc23)CC1)N1CCCCC1,-19%,3%,15%
O=C(Nc1cccc(Cl)c1)N(CCN1CCOCC1)Cc1cccc(Cl)c1,?,3%,?
COc1ccc2nc(NC(=O)c3nc(SCc4ccc(F)cc4)ncc3Cl)sc2c1,-20%,7%,?
CCOc1cc(C(=O)NC(C)Cc2cccs2)cc(OCC)c1OCC (configuration not stated),-23%,-3%,-15%
CC(=O)N1CCc2ccccc2C1CC(=O)O (configuration not stated),1%,-3%,-7%

# Gathered by group: the entries above with a furan ring, fused or not
SMILES,TDP1 cell CPT,TDP1 inh,TDP1 cell noCPT
C/C=C/COC(=O)c1[nH]c2c(c1C)C(=O)CC(c1ccco1)C2 (configuration not stated),0.29µM*,-11%,0.21µM*
O=C(NCc1ccco1)C1CCCN(S(=O)(=O)c2ccc(Cl)cc2)C1 (configuration not stated),?,8%,?
CCOC(=O)c1c(C)oc2nc(C)nc(N3CCN(c4ccc(OC)cc4)CC3)c12,7.3µM*,10%,8.2µM*
O=C(c1ccccc1)N1CCN(C(=O)c2nn3c(C(F)(F)F)cc(-c4ccco4)nc3c2Cl)CC1,-25%,nt,?

# (next part)
SMILES,TDP1 cell CPT,TDP1 inh,TDP1 cell noCPT
CCOCCCn1c(SCC(=O)Nc2ccc(OC)cc2)nc2ccccc2c1=O,?,nt,18µM*
COc1ccccc1NC(=O)CSc1nn2c(=O)c(C)nnc2s1,12%,4%,18%
Cc1onc(-c2ccccc2Cl)c1C(=O)N1CCN(c2ccccc2)CC1,?,4%,?
CN(C)S(=O)(=O)c1ccc(C(=O)OCC2CC2(Cl)Cl)cc1 (configuration not stated),8%,-3%,-27%
O=c1c2ccccc2nc(-c2ccco2)n1/N=C/c1ccccc1O,-15%,2%,?
Cc1cc(C(=O)NC(C)C2CCCO2)c(C)o1 (configuration not stated),-1%,3%,-2%
CCCN(CCC)S(=O)(=O)c1ccc(NS(C)(=O)=O)cc1,-3%,0%,-15%
Cc1cccc(N2C(=O)C3C4CC(C(Br)C4Br)C3C2=O)n1 (configuration not stated),-5%,-3%,0%
O=C(c1ccncc1)N1CCC2(CCCN(Cc3ccccc3)C2)CC1,9%,nt,-7%
COc1ccc(-c2cc(C(=O)NCC3CCCO3)c3cc(C)ccc3n2)cc1 (configuration not stated),-5%,3%,16µM*
c1ccc(CSc2n[nH]c(-c3ccco3)n2)cc1,-8%,5%,-3%
CCOc1ccc(C(=O)Nc2c(C(N)=O)oc3ccccc23)cc1,-15%,5%,-28%
CC(C)c1ccc(NC(=O)C2CCCN(S(=O)(=O)c3cccc4nsnc34)C2)cc1 (configuration not stated),4.6µM*,-5%,10µM*
Cc1ccc(C(=O)N2CCN(S(=O)(=O)c3ccccc3)CC2)cc1,4%,2%,?
CCOC(=O)c1cc2c(ccn2C)n1CC(=O)N1CCC(C)CC1,-9%,-1%,-9%
COC(=O)C1=C(N)Oc2cc(C)[nH]c(=O)c2C1c1ccncc1 (configuration not stated),1%,4%,4%
CC1CCC(NC(=O)c2ccc3c(c2)N(Cc2cccc(Cl)c2)C(=O)c2ccccc2S3(=O)=O)CC1 (configuration not stated),0%,2%,-3%
CCc1nnc(NC(=O)c2ccc(S(=O)(=O)N3CCCC(C)C3)cc2)o1 (configuration not stated),?,6%,?
Cc1ccc(S(=O)(=O)N2CC3(O)CN(C(=O)OC(C)C)N(C(=O)OC(C)C)CC3(OC(=O)NC3CCCC3)C2)cc1 (configuration not stated),?,nt,23µM*
Cc1nnc(N/N=C/c2c(Cl)cccc2Cl)n1N,-7%,5%,-16%
c1ccc(CC2CCN(c3ncnc4sccc34)CC2)cc1,5.2µM*,5%,2.6µM*
COC(=O)[C@]1(C)N[C@H](c2ccc(-c3ccc(F)cc3)cc2)[C@@H]2C(=O)N(C)C(=O)[C@@H]21,?,nt,?
COCc1cccc(-c2csc(C(NC(C)=O)c3ccccc3)n2)c1 (configuration not stated),-24%,nt,-16%
O=C(Cc1cccs1)N1CCN(c2cccc(Cl)c2)CC1,-19%,-6%,-25%
Cc1ccc2c(CSc3nnc(N)s3)cc(=O)oc2c1,-12%,8%,-1%

# The listing continues.
SMILES,TDP1 cell CPT,TDP1 inh,TDP1 cell noCPT
Cc1ccc(NC(=O)CSc2nc(N)c3cc4c(nc3n2)CCCC4)cc1,16µM*,8%,?
Cc1ccc(CNc2cnn(C34CC5CC(CC(C5)C3)C4)c(=O)c2Cl)cc1,?,-6%,?
CSCCC(C(=O)NC1CCCC1)n1c(-c2ccccn2)nc2ccccc21 (configuration not stated),?,nt,?
Cc1ccccc1C(=O)N[C@H](C(=O)Nc1ccc(Cl)c(Cl)c1)C(C)C,-18%,2%,-29%
CCn1c(COc2ccc(Cl)cc2)nnc1SC1CCc2ccccc2C1=O (configuration not stated),?,3%,21µM*
CCc1ccc(C2c3c(oc4ccc(F)cc4c3=O)C(=O)N2c2nc(C)c(C(=O)OC)s2)cc1 (configuration not stated),0%,4%,7%
CCOCc1[nH]c(=S)[nH]c(=O)c1Cc1ccc(OC(C)C)cc1,2%,9%,0%
CCOC(=O)C1=C(c2ccccc2)N=c2s/c(=C\c3ccco3)c(=O)n2C1c1cccs1 (configuration not stated),?,nt,?
COC(=O)CN1C(=O)N/C(=C/c2cc3c(cc2OC)OCO3)C1=O,9%,-4%,21%
O=C(COC(=O)c1cnccn1)NCCc1ccc(Cl)cc1Cl,0%,4%,0%
Cc1cc(=O)cc2oc3cc(N)c(-c4c(C)cc(O)cc4O)c(C)c3nc1-2,5%,7%[56.1 µM],-24%
O=C(Cn1c(=O)sc2ccccc21)NCc1ccccn1,-3%,8%,-5%
COC(=O)NNC(=S)NCc1ccc(C)cc1,6%,4%,9%
COc1ccc(-c2c(C#N)c(N)nc3c2c(=O)n(C)c(=O)n3C)cc1,?,2%,13µM*
CCOC(=O)N1CCN(C(=O)CSc2nnc(-c3cccs3)o2)CC1,6%,-1%,-12%
O=C1CCC(OCc2ccccc2)CCN1CC[C@@H](Sc1ccccc1)c1ccccc1 (some centres not stated),?,nt,?
O=C(c1ccc(CS(=O)c2ccc(F)cc2)o1)N1CCN(C2CCCCC2)CC1 (configuration not stated),-3%,1%,0%
